Assay outcomes (PubChem BioAssay)
SKN-1 inh = inhibitors of C. elegans SKN-1. C. elegans VP596 Pgst-4::GFP/RFP ratio, acrylamide-induced, 24 h. inhibition, % at 21.8 µM. 0.49% of 360,000 active. AID 624304;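 active = interference check ratio from 0.5 to 1.5 plus GFP to RFP signal ratio inhibition reaching or exceeding a fixed threshold, cut at about 30% in these data, passing the limit was not always enough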; also: some compounds called inactive have numbers as strong as hits
bovine MsrA act = activators of bovine methionine sulfoxide reductase A; purified bovine MsrA, absorbance read-out; activation, % at 10.6 µM; 0.3% of 360,000 active; AID 602163; in the data active = activation above about 7.5%;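 also: 0% = vehicle and 100% = reference activator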
eLon inh = inhibits E. coli Lon protease | inhibition, % at 7.94 µM | 0.42% of 360,000 active | purified E. coli Lon protease, fluorescence polarization | AID 602123 | P0A9M0; in the data active = inhibition above about 13%, passing the limit was not always enough;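 also: 0% = enzyme with probe and DMSO and 100% = no enzyme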
CendR NRP1 mod = modulators of CendR peptide binding to human neuropilin-1; O14786; FAM-RPARPAR peptide binding to NRP-1, fluorescence polarization; inhibition, % at 25 µM; 0.85% of 360,000 active; AID 602438;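 active = inhibition or corrected inhibition above about 18%, plus a signal ratio from 0.5 to 1.5, limit read from the data, passing the limit was not always enough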; also: strong numbers were not always called active
MT1-MMP act inh = inhibitors of human MT1-MMP activation; P50281; HT1080 RFP-PRO-GFP cells, GFP/RFP ratio fluorescence, overnight; percent of plate control window, DMSO zero; GFP/RFP ratio change, % at 20 µM; 0.061% of 360,000 active;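 active = GFP/RFP ratio change of at least 30% with cell ATP level not reduced by more than half and red fluorescence within 50% of control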; also: strong numbers were not always called active
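Assay system – RFP-PRO-GFP reporter HT1080 cells · Compound dosing – single dose of 20 µM compound, 1% DMSO final · Incubation – overnight compound exposure at 37 °C · Measure – GFP/RFP fluorescence ratio · Benchmarks – DMSO wells and RFP-L50D-GFP cells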
MsrA inh = inhibitors of bovine MsrA; purified bovine MsrA, absorbance read-out; inhibition, % at 15.5 µM; 0.75% of 360,000 active; AID 651718; in the data active = inhibition above about 4.5%;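 also: 0% = vehicle wells with enzyme and 100% = reference inhibitor wells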
Tb MetRS inh = Trypanosoma brucei MetRS inhibition; purified T. brucei MetRS, ATP depletion, Kinase-Glo luminescence; inhibition, % at 11.9 µM; 0.4% of 360,000 active; AID 624268;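 active = inhibition above a per-plate cutoff of the control wells' mean inhibition plus 3 SD, cut at about 5.5% in these data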;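 also: 0% = DMSO wells median and 100% = median of wells with control inhibitor compound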
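Measured by: Kinase-Glo luciferase luminescence reporting remaining unconsumed ATP. Material: purified T. brucei MetRS enzyme. Doses: 11.9 µM compound single dose, 0.9% DMSO. Medium: HEPES buffer containing pyrophosphatase, BSA, spermine, DTT. Times: 15 min preincubation, 2 h reaction, all 25 °C. Reagent: methionine, ATP and bulk E. coli tRNA.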
FAS-TE inh = FAS thioesterase (human) inhibition | P49327 | recombinant FAS-TE, OMFH fluorogenic substrate, fluorescence endpoint | inhibition, % at 15 µM | 0.67% of 360,000 active | AID 602261;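 active = compounds whose normalised, plate-corrected inhibition of enzyme fluorescence in the single-dose primary screen is 50% or more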;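 also: 0% = DMSO with enzyme and 100% = substrate without enzyme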
PABP1 MLLE inh = inhibitors of microRNA-mediated deadenylation, human PABP1 MLLE binding | GST-MLLE / FITC-PAM2 fluorescence polarization | inhibition, % at 20 µM | 0.36% of 360,000 active | AID 588489; in the data active = inhibition above about 35%, passing the limit was not always enough;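 also: plate controls were DMSO wells with GST-MLLE for no effect and wells lacking GST-MLLE protein for full effect; some results filed as inactive read as strong as hits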
Target sequence (P11940 whole entry, looked up): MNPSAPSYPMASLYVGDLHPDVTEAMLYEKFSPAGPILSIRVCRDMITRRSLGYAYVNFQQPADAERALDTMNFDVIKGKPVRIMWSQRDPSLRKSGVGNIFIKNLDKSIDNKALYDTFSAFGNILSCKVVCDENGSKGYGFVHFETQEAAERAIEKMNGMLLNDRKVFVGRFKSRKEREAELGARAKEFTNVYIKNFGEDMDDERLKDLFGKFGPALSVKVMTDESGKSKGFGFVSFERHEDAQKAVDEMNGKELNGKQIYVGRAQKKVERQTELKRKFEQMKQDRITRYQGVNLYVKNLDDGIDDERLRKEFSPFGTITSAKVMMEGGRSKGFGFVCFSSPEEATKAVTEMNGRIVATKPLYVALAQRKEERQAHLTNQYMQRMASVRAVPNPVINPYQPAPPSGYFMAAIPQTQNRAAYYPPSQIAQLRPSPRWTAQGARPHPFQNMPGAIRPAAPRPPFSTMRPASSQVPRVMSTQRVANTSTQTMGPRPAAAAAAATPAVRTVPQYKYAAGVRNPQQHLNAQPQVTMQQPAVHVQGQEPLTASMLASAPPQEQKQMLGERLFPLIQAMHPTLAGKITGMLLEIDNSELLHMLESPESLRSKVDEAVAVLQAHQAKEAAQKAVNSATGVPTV
Active calls of the source: *; . = no result given.

SMILES	SKN-1 inh	bovine MsrA act	eLon inh	CendR NRP1 mod	MT1-MMP act inh	MsrA inh	Tb MetRS inh	FAS-TE inh	PABP1 MLLE inh
CCN(CC)C(=O)N1CCC(NC(=O)c2ccc(C(C)(C)C)cc2)CC1	6	0	-1	-4	-1	1.6	-0.3	-3	0
O=C(CCl)Nc1cn(-c2ccccc2)nc1-c1ccc(F)cc1	2	-5	0	11	-4	0.5	-0.3	15	-12
COc1cccc(CNC(=O)CCS(=O)(=O)c2ccccc2Cl)c1	-2	-2	-8	-3	2	0.6	-0.2	-8	1
Cc1cccc(NC(=O)COc2ccc3oc4c(c3c2)CCCC4)n1	-23	-2	-5	1	11	1.2	-0.6	6	-4
CCOc1ccccc1/C=N/OCC(=O)NCc1ccc(F)cc1	4	-3	-4	3	-3	-0.3	-0.1	5	-5
CC(Oc1ccccc1)C(=O)Nc1cccc(-c2nc3ccccc3[nH]2)c1 (stereo not drawn)	2	-5	1	4	4	1.5	38*	7	4
COc1ncnc2c1ncn2CCCNC1CCN(Cc2ccccc2)CC1	-6	0	4	-21	2	-0.1	-1.0	-4	-12
COC(=O)c1ccc(COc2ccccc2OC)o1	-7	-1	3	-8	2	0.3	-0.1	-6	-3
CCN(C(=O)c1cc2c(=O)n3ccccc3nc2n1CCCOC)C1CCCCC1	8	-7	0	3	0	1.9	-0.7	-3	-1
O/N=C\c1cccn1-c1ccc(Br)cc1	-6	-17	0	0	.	1.2	-0.4	-10	1
O=C(NCc1ccco1)c1cc(S(=O)(=O)NC2CC2)ccc1Br	0	-1	-18	-1	1	-0.5	0.1	-6	9
NC(=O)c1ccsc1NC(=O)COC(=O)c1ccc([N+](=O)[O-])o1	-7	6	-14	8	-3	0.3	0.0	2	15
c1ccc(CCc2nn3c(-c4ccncc4)nnc3s2)cc1	14	-2	0	10	-19	-1.4	0.0	5	26
O=C(Oc1ccc2c(c1)O/C(=C\c1ccncc1)C2=O)c1ccccc1	-8	-12	24*	-1	-16	0.7	-1.1	-15	47
COc1ccc2c(=O)cc(C(=O)O)oc2c1	4	-5	6	-6	-3	0.0	0.0	-4	-5
CC1=CC(C)(C)NC(=S)N1c1ccc(C)cc1	3	-2	-8	8	-1	-0.1	-0.1	-6	10
Cc1ccc(S(=O)(=O)N2C[C@@H]3CCCC[C@@H]3[C@@H](C)[C@H]2c2cn(Cc3ccccc3)c3ccc(F)cc23)cc1	-14	-1	-9	5	-9	-0.7	0.8	11	8
CCOC(=O)c1nnn(-c2nonc2OC)c1-c1ccccc1	-12	-1	-1	0	0	0.5	-0.8	-2	16
COc1ccc(NC(=S)Nc2cc(C)[nH]n2)cc1Cl	-4	-1	-5	-5	-7	0.0	-0.7	-3	-6
COc1ccc(CC(=O)n2c(CC#N)nc3ccccc32)cc1OC	10	-3	-10	11	2	0.8	-0.8	1	-10
CSc1ccccc1C(=O)N(C)Cc1ccccc1	13	-3	1	8	1	1.1	-0.2	-4	16
CCCCN1C(N)=NC[C@@H]1CCCCN	-5	-3	-2	11	-3	-0.3	-0.2	-8	-9
COC(=O)[C@H](Cc1ccccc1)NC(=O)N1CC(C)OC(C)C1 (stereo partly drawn)	27	0	5	16	-2	0.3	-0.6	-5	-10
CCc1cccc(NC(=S)N(CCN(C)C)C2CCN(C(C)C)CC2)c1	9	-1	-8	1	1	0.2	-0.5	-6	24
Cc1ccnc(NS(=O)(=O)c2ccc(NC(=O)c3cc(=O)c4ccccc4o3)cc2)n1	9	-3	8	6	-3	1.7	0.5	-3	1

(list continues)
SMILES	SKN-1 inh	bovine MsrA act	eLon inh	CendR NRP1 mod	MT1-MMP act inh	MsrA inh	Tb MetRS inh	FAS-TE inh	PABP1 MLLE inh
COC(=O)c1cc(NC(=O)CN(c2ccccc2OC)S(=O)(=O)c2ccccc2)ccc1Cl	-3	5	-1	20	8	0.0	0.0	18	-6
Nc1nc(Nc2ccccc2)nc(NC2CCCCC2)c1[N+](=O)[O-]	5	-1	0	-3	0	1.7	-0.9	27	-4
CCCn1c(CN2CCN(C(=O)OCC)CC2)nc2cc(NC(C)=O)ccc21	-8	-5	-9	-12	2	-1.3	-1.0	-6	2
CCOc1ccc(C(C)NC(=O)c2ccc3c(c2)NC(=O)C(C)S3)cc1OCC (stereo not drawn)	-7	-8	3	5	-5	-0.3	-0.5	3	-8
CCOC(=O)C1=C(C)N=c2s/c(=C\c3ccc(O)c([N+](=O)[O-])c3)c(=O)n2C1c1ccccc1OC (stereo not drawn)	9	-2	-30	-79	13	-0.1	-0.8	37	-147
CC(C)c1ccccc1NC(=O)COC(=O)Cc1cccc(C(F)(F)F)c1	-9	-11	0	5	2	-1.6	-1.5	-14	1
C=CCN1C(=O)C2(c3ccccc31)C1CCCC=C1C(C#N)=C(N)C2(C#N)C#N (stereo not drawn)	22	-2	-4	-10	-19	-1.5	-0.9	0	9
CN1C(=O)c2ccccc2NC(=O)[C@]12O[C@@H]2c1cccc(O)c1	-7	-2	-20	-60	-8	1.4	-0.7	-9	4
N#C/C(=C/c1ccco1)C(N)=S	7	-1	-10	-71	-4	0.8	1.0	-8	15
CC(=O)Nc1ccc(NC(=O)C(=O)c2cn(CC(=O)N3CCCCC3)c3ccccc23)cc1	11	-3	3	-3	-3	3.1	-0.1	-2	-2
C=CCN1CC(c2nc3ccccc3n2Cc2ccccc2)CC1=O (stereo not drawn)	-17	-1	-6	2	2	-1.0	0.1	-5	-2
COc1cc2c(cc1OC)C1(CCCCC1)CN(C)C2	2	-2	8	9	-3	-2.5	0.1	-5	4
CCOc1ccc(-c2c(C(=O)N/N=C/c3ccc(C)o3)nnn2-c2nonc2N)cc1	5	-4	-1	15	-1	1.6	-1.1	-2	-4
CCc1sc(C(=O)NCCc2ccc(S(N)(=O)=O)cc2)cc1C	-4	-10	4	8	2	1.7	-0.3	-5	4
COc1ccc(N)cc1-n1cnnn1	8	-3	11	4	1	2.4	0.5	-5	-2
CSc1nc(SCC(=O)NC(c2ccccc2)c2ccccc2)c2c3c(sc2n1)CN(C)CC3	-1	-3	-9	-10	-1	0.7	-0.9	-2	6
CCOc1ccc(Cl)cc1CNCCCSc1nc(C)cc(C)n1	21	-2	7	8	-2	-0.7	1.1	-7	17
COc1ccccc1C1/C(=C(/O)c2ccc(C)cc2)C(=O)C(=O)N1Cc1ccco1 (stereo not drawn)	15	-3	10	1	3	1.1	-0.7	-4	11
Cc1ccc(OCC(=O)NNC(=O)CCC(=O)NCc2ccccc2)cc1	9	-1	9	-8	5	-1.7	0.2	-5	1
CC(C)(C)NC(=O)NC(=O)CN1CCN(S(=O)(=O)c2ccccc2)CC1	-3	-3	4	0	1	1.8	-0.2	-5	12
CN1CCN(/C=N/c2sc3c(c2C#N)CCCCC3)CC1	9	2	6	-16	7	1.8	-0.2	-3	23
Cc1cc(N2CCCC(C(=O)Nc3ccc4c(c3)CCC4)C2)n2ncnc2n1 (stereo not drawn)	2	-3	3	-9	-5	-0.3	-0.7	11	-5
CCN(CC)CCNc1nc2c(c(=O)n(C)c(=O)n2C)n1C/C=C(/C)Cl	18	-3	2	3	-2	-0.7	-0.1	-6	-5
Cn1c(-c2ccc(Cl)nc2)nc2ccccc21	-3	-4	-5	-12	3	2.5	0.4	-8	2
O=C(NN1CC(C(=O)OCc2ccccc2F)CC1=O)c1ccccc1 (stereo not drawn)	-6	-12	-1	6	6	0.7	-1.1	-10	6

Following part
SMILES	SKN-1 inh	bovine MsrA act	eLon inh	CendR NRP1 mod	MT1-MMP act inh	MsrA inh	Tb MetRS inh	FAS-TE inh	PABP1 MLLE inh
COc1cc(Cl)c(C)cc1NC(=O)COC(=O)/C=C/c1c(C)nn(C2CCS(=O)(=O)C2)c1Cl (stereo not drawn)	3	4	1	18	-5	0.6	0.0	-3	-8
CCCc1n[nH]c(=O)[nH]1	-4	-3	-3	4	4	0.2	-0.3	-10	5
COCc1cc(C)nc(SCc2ccc(F)cc2)c1C#N	-7	-6	0	3	0	1.0	-1.1	27	0
Fc1ccccc1NC(=S)N/N=C/c1ccccc1Br	5	-2	7	-5	-2	1.0	0.7	11	19
CCc1nc(SCC(=O)Nc2ccccc2C(=O)OC)n[nH]1	-15	2	2	12	-3	0.3	-0.4	-4	-5
Cc1ccc2[nH]c(=O)c(CN(CCN3CCOCC3)C(=O)Nc3ccccc3F)cc2c1	-19	-1	1	6	5	0.3	4.5	-8	-2
O=C(NCC1CCCO1)c1c(O)c2ccccc2[nH]c1=O (stereo not drawn)	20	-3	0	-8	6	-0.9	0.1	-4	-23
Cc1ccc(C)c(NS(=O)(=O)c2ccccc2C)c1	-13	-3	1	11	-1	1.0	-0.2	1	6
Cc1cc(C(=O)COC(=O)CC2Sc3ccccc3NC2=O)c(C)n1-c1ccc2c(c1)OCO2 (stereo not drawn)	6	-5	1	9	-4	2.2	-0.5	32	-2
CCOc1ccc(S(=O)(=O)NC(C)C(=O)NCc2ccc3c(c2)OCO3)cc1 (stereo not drawn)	-2	-2	-11	4	1	-0.4	-0.2	-3	-5

Arranged by length of the SMILES (lowest first): part of the list above
SMILES	SKN-1 inh	bovine MsrA act	eLon inh	CendR NRP1 mod	MT1-MMP act inh	MsrA inh	Tb MetRS inh	FAS-TE inh	PABP1 MLLE inh
CCCc1n[nH]c(=O)[nH]1	-4	-3	-3	4	4	0.2	-0.3	-10	5
Cn1c(-c2ccc(Cl)nc2)nc2ccccc21	-3	-4	-5	-12	3	2.5	0.4	-8	2
COCc1cc(C)nc(SCc2ccc(F)cc2)c1C#N	-7	-6	0	3	0	1.0	-1.1	27	0
Cc1ccc(C)c(NS(=O)(=O)c2ccccc2C)c1	-13	-3	1	11	-1	1.0	-0.2	1	6
O=C(NCC1CCCO1)c1c(O)c2ccccc2[nH]c1=O (stereo not drawn)	20	-3	0	-8	6	-0.9	0.1	-4	-23
O=C(NN1CC(C(=O)OCc2ccccc2F)CC1=O)c1ccccc1 (stereo not drawn)	-6	-12	-1	6	6	0.7	-1.1	-10	6
Cc1cc(N2CCCC(C(=O)Nc3ccc4c(c3)CCC4)C2)n2ncnc2n1 (stereo not drawn)	2	-3	3	-9	-5	-0.3	-0.7	11	-5
CCN(CC)CCNc1nc2c(c(=O)n(C)c(=O)n2C)n1C/C=C(/C)Cl	18	-3	2	3	-2	-0.7	-0.1	-6	-5
CCOc1ccc(S(=O)(=O)NC(C)C(=O)NCc2ccc3c(c2)OCO3)cc1 (stereo not drawn)	-2	-2	-11	4	1	-0.4	-0.2	-3	-5
Cc1ccc2[nH]c(=O)c(CN(CCN3CCOCC3)C(=O)Nc3ccccc3F)cc2c1	-19	-1	1	6	5	0.3	4.5	-8	-2
COc1cc(Cl)c(C)cc1NC(=O)COC(=O)/C=C/c1c(C)nn(C2CCS(=O)(=O)C2)c1Cl (stereo not drawn)	3	4	1	18	-5	0.6	0.0	-3	-8
